High-throughput results: PubChem BioAssay, several laboratories
Runt-CBFb FRET – inhibitors of human RUNX1 Runt domain binding to CBFb. 0.46% of 220,000 active. inhibition, % at 20 µM. Q01196+Q13951. Cerulean-Runt/Venus-CBFb FRET ratio 530/480, 1 h;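 active = inhibition over about 50% at 20 µM in the single-dose screen, limit read from the data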;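 note: 0% = DMSO wells and 100% = excess unlabeled CBFb competitor control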
Target sequence (Q01196 whole entry, looked up, the tested form may be a part): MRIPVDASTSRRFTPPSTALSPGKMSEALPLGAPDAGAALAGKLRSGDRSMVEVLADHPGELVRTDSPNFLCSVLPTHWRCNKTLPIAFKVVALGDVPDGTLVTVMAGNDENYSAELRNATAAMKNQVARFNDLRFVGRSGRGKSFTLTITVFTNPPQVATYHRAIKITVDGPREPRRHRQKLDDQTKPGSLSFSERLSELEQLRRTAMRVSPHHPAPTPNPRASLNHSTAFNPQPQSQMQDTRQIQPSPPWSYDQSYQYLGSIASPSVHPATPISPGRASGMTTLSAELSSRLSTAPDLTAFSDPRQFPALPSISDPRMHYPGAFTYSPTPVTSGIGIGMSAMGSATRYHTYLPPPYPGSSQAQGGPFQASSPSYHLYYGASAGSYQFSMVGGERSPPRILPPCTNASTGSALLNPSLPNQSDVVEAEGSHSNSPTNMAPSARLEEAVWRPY
Target sequence (Q13951 whole entry, looked up, the tested form may be a part): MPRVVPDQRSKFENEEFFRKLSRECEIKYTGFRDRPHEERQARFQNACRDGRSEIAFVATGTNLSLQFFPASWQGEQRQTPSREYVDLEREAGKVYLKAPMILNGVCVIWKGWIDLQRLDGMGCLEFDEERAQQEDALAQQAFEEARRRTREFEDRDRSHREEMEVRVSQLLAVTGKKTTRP
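Assay system: Cerulean-tagged RUNX1 Runt domain (FRET donor) fusion protein / Amount: 100 nM each of Venus-CBFb and Cerulean-Runt domain / Medium: Tris buffer pH 7.5 with salts and BSA / Also added: Venus-CBFb 100 nM / Schedule: 1 h complex formation plus 1 h compound treatment, room temperature / Signal: FRET fluorescence / Read-out: loss of energy transfer signal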
L929 necroptosis – blocks zVAD induced death of L929 cells. L929 zVAD necroptosis rescue, ATP luminescence, 24 h; with zVAD 60 µM. viability rescue, % at 10 µM. 0.38% of 220,000 active. AID 1377;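 active = activation, scaled between plate controls, above about 75%, limit read from the data; inactive = activation under that limit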;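 note: 0% = zVAD with DMSO and 100% = DMSO alone without zVAD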
Runt-SMMHC FRET – inhibitors of human RUNX1 Runt domain binding to CBFb-SMMHC; Q01196+Q13951; Cerulean-Runt/Venus-CBFb-SMMHC FRET ratio 530/480, 1 h; inhibition, % at 20 µM; 0.74% of 220,000 active; AID 1434;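 active = mean inhibition across duplicate retests at 20 µM reaching about 50%, limit read from the data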;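 note: 0% = DMSO wells and 100% = wells with excess untagged CBFb-SMMHC; inhibitors lower the FRET ratio by blocking Runt binding to CBFb-SMMHC; some results filed as inactive read as strong as hits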
NCF1 inh – p47phox (human) inhibition; P14598; p47phox/p22phox peptide binding, fluorescence polarization, 2 h; inhibition, % at 24.7 µM; 0.53% of 220,000 active; AID 1274;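 active = inhibition above about 30%, limit read from the data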;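 note: 0% = p47phox with labelled peptide and 100% = labelled peptide alone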
Mdm2 ligase inh – Mdm2 E3 ligase (human) inhibition. Q00987. cell-based MDM2 ubiquitination luciferase reporter, 2 h; 0 = plate control, 100 = twice control, blank-subtracted. 0.11% of 210,000 active. signal enhancement, % at 5 µM;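 active = signal enhancement of 30% or more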;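 note: luminescence tracks abundance of the self-degrading MDM2-luciferase fusion protein; higher signal means inhibition of MDM2 E3 ligase activity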
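test system = mammalian cells stably expressing self-ubiquitinating, self-degrading MDM2 E3–luciferase fusion | quantity = 2000 cells/well | incubation = cell settling 4 h, compound treatment 2 h, both 37 °C | signal = luminescence with SteadyLite reagent, 15 min at room temperature | evaluation = % enhancement relative to plate controls after blank subtraction | benchmarks = plate controls and plate blanks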
Tb hexokinase – blocks Trypanosoma brucei hexokinase 1 activity | recombinant TbHK1, G6PDH-coupled NADH A340 | inhibition, % at 10 µM | 0.11% of 220,000 active | AID 1430;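 active = inhibition of 50% or more in the single-dose primary screen; inactive = inhibition below 50%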
Hck-Nef inh – human Hck-Nef kinase inhibition. P08631. Recombinant Hck-YEEI plus Nef, Z-Lyte FRET kinase assay. inhibition, % at 20 µM. 0.68% of 220,000 active;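 active = Hck-Nef kinase inhibition above about 50%, limit read from the data; inactive = inhibition below that limit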;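 note: 0% = DMSO with Hck plus Nef and 100% = Hck alone without Nef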
14-3-3 Bad PPI – disrupts binding of bovine 14-3-3 zeta to phospho-Bad peptide | 0.71% of 220,000 active | P63103 | AID 781 | TR-FRET 14-3-3zeta/Dy647-pBad peptide displacement, 1 h | inhibition, % at 21.7 µM;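 active = inhibition above about 70%, limit read from the data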;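 note: 0% = full 14-3-3 plus peptide FRET controls and 100% = background without 14-3-3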
EBV gp42 inh – EBV gp42 inhibition; inhibition, % (tested at 21.74 µM); 0.42% of 220,000 active; Fluorescence polarization binding assay, mP read-out; AID 1085; in the data active = inhibition above about 50%
Target sequence (Q1HVG2 whole entry, looked up): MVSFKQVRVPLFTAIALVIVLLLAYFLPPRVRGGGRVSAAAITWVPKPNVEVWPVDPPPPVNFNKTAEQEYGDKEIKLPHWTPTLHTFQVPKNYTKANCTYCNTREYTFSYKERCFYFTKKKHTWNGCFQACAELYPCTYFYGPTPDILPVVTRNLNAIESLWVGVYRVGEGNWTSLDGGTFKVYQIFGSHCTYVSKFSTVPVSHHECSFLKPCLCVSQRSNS
* = called active by the depositor; · = not tested or not shown; [ ] = another dose, or the depositor's remark.

Values run as follows: Runt-CBFb FRET	L929 necroptosis	Runt-SMMHC FRET	NCF1 inh	Mdm2 ligase inh	Tb hexokinase	Hck-Nef inh	14-3-3 Bad PPI	EBV gp42 inh
- Cc1cc(C)n(-c2nc(C(=O)O)cs2)n1
→ -0.2	-0.3	2.4	6.7	-4.9	3.6	-5.5	6.1	4.0
- C=CCOC(=O)C1C(=O)CC(C)(O)C(C(=O)OCC=C)C1c1ccc(N(C)C)cc1 (configuration not stated)
→ ·	-0.1	-0.4	-2.8	-14.3	4.3	3.4	-19.4	-8.1
- COc1ccccc1/C=C/C(=O)c1ccccc1
→ -0.8	0.1	-11.7	-4.1	-3.9	-16.8	-6.6	2.2	-8.4
- Cc1nnc(SCC(=O)N(Cc2ccccc2)C(C)(C)C)[nH]c1=O
→ 1.5	-0.3	1.0	-2.4	-13.9	7.4	22.5	11.4	-11.9
- Cc1ccc(Sc2ncccc2COC(=O)Nc2c(C)cccc2C)cc1
→ -2.1	0.1	2.9	-13.8	-13.4	7.2	0.3	-9.8	-8.6
- ClCc1nnc(-c2cc3c(s2)CCCC3)o1
→ ·	-1.0	0.6	-12.2	-6.3	-0.2	3.0	-4.8	-8.2
- Cc1ccc(NC(=O)/C=C/c2ccc([N+](=O)[O-])s2)cc1
→ -2.1	2.7	-0.5	7.7	-5.1	17.5	2.6	-14.1	-13.7
- COc1ccccc1NC(=O)/C=C/C(=O)O
→ 0.4	1.9	1.6	0.3	-4.9	-5.1	3.3	-8.7	3.4
- CN(C)c1ccc(C(c2nnnn2CCOC(=O)Nc2ccc(Cl)cc2)N2CCOCC2)cc1 (configuration not stated)
→ -2.2	0.0	-13.9	-14.8	-3.5	1.1	1.5	7.7	-3.9
- CC(NC(=O)CCCOc1ccc(Cl)cc1)c1ccccc1 (configuration not stated)
→ 0.2	1.1	-0.9	1.0	-11.2	-2.6	1.7	-1.7[fluorescence artefact?]	5.8
- O=C(c1nc2ccccn2c1CN1CCC(Cc2ccccc2)CC1)N1CCCC1
→ -0.1	0.3	-5.1	-6.5	-21.9	-10.7	-4.8	4.4	-9.2
- COc1ccc(C(=O)NC(=S)NNC(=O)c2c(-c3ccccc3)noc2C)cc1OC
→ 7.4	-0.3	1.2	-17.1	-20.8	-34.4	11.9	-7.6	-5.5
- O=C(NCC1CCCO1)c1c(O)c2ccccc2[nH]c1=O (configuration not stated)
→ -0.1	0.2	-1.6	-7.4	-10.2	-1.8	1.2	7.0	-20.7
- Cc1ccc(N=CC2=C(O)CC(c3cccc(Cl)c3)CC2=O)cc1 (configuration not stated)
→ 0.3	-0.6	-1.9	-10.6	·	-3.6	4.1	-3.9	-13.7
- Cn1c(=O)c2ncn(CC(=O)N/N=C/C=C/c3ccccc3)c2n(C)c1=O
→ 0.8	1.6	0.3	3.0	-3.6	-12.1	22.5	-9.5	-20.7
- COC(=O)c1ccc(N2C(=O)C3CC=CC(C)C3C2=O)cc1 (configuration not stated)
→ -1.4	0.6	-4.0	-9.5	-4.8	2.0	5.3	-15.8	-5.9
- CCOc1cc(/C=N/NC(=O)c2ccc(CN3CCOCC3)cc2)ccc1OC
→ 1.0	4.4	4.5	-0.4	-2.4	-36.1	17.2	-25.6	-2.5
- COc1cc(/C=C2/SC(=Nc3ccc(O)cc3)NC2=O)ccc1O
→ -27.2	23.3	-84.5	-148.2	-11.8	-23.1	45.7	-13.3	-54.2
- Cc1ccc(C(=O)NC(=S)Nc2ccc(NC(=O)c3cccc(Cl)c3)cc2)cc1
→ 2.4	1.5	6.1	-2.2	7.0	-17.9	5.1	-8.0	-15.9
- CC(=O)N1CCN(c2nc(C)nc3sc4c(c23)CCC(C)C4)CC1 (configuration not stated)
→ -3.1	-0.2	2.3	-11.6	-3.0	-1.0	2.2	3.1	3.0
- COc1ccc2c3c(c(=O)oc2c1OCC(=O)O)CCCC3
→ -1.7	0.8	1.1	4.7	-3.1	28.5	2.7	-11.0	-4.7
- Cc1ccc(S(=O)(=O)/N=C(/c2ccc(F)cc2)N2CCCCC2)cc1
→ 0.2	-0.6	-2.0	-3.3	-9.5	-5.5	1.2	7.6[fluorescence artefact?]	-4.6
- COc1ccc(NC(=O)C2Cc3ccccc3CN2C(=O)c2ccccc2)cn1 (configuration not stated)
→ -0.3	0.0	-2.3	-5.8	11.2	0.5	1.1	5.1	64.2*
- O=C(c1ccc(N2CCCC2=O)cc1)N1CCCCCC1
→ 0.0	2.0	0.0	-7.0	-11.8	3.4	7.9	16.3[fluorescence artefact?]	-1.5
- CCOc1ccc(S(=O)(=O)NNC(=S)Nc2ccc(Br)cc2)cc1
→ -2.7	0.9	0.9	5.2	-8.5	26.5	1.4	2.0	-17.4
- COC(=O)c1cc(Br)c(=O)n(CCc2ccc(F)cc2)c1
→ 0.6	0.2	-3.0	-2.6	-15.6	-3.5	1.7	5.7	0.5
- COc1ccc2c(=O)cc(C(=O)O)oc2c1
→ 0.7	1.9	-2.1	-5.3	-15.5	-2.6	25.6	7.6	-3.1
- COc1ccc(OCCSc2nc(N)cc(=O)[nH]2)cc1
→ -0.8	4.2	1.9	-8.7	-4.0	-7.3	16.7	-3.2	-19.1
- Cc1nnc(-c2cccc(Br)c2)c2cn(-c3cccc(Br)c3)nc12
→ -4.0	-0.2	1.9	8.0	-5.2	-0.7	3.0	17.6	-10.6
- CC(C)NCc1cc(Br)ccc1OCc1ccccc1
→ -2.3	-1.9	1.2	-1.9	-6.6	8.2	21.3	-15.8	11.9
- Cc1cccc(NC(=O)c2nc[nH]c2C(=O)NCC(=O)OCc2ccccc2)c1
→ 0.0	0.8	-1.8	-2.4	-10.9	0.1	28.9	-2.7	-9.2
- Cc1ccc(NNC(=S)Nc2ccc(C(C)C)cc2)c(C)c1
→ 1.3	0.8	-3.0	-10.1	·	6.4	0.3	-11.4	-2.0
- CCNc1nc(NCC)nc(N(CC)C(N)=S)n1
→ 15.3	0.1	-0.4	-9.8	-3.9	-3.9	9.4	-0.4	-12.0
- OCC(CO)(CO)N=Cc1c(O)ccc2ccccc12
→ 5.4	1.2	5.4	-5.5	-10.4	-10.8	1.8	-1.4	6.3
- O=C(O)CCC(=O)NCc1ccc(C(=O)O)cc1
→ 3.3	0.1	3.2	-5.4	-15.7	-5.4	6.6	-11.6	-11.5
- Cc1ccc(C)c(Cn2c(=O)n(-c3ccc(CC(=O)NCc4ccco4)cc3)c(=O)c3sccc32)c1
→ -3.6	1.5	1.5	-24.2	-8.3	4.0	49.7	12.5[fluorescence artefact?]	-11.3
- Cc1ccc2nc(SCc3nnc(-c4ccccc4Br)o3)[nH]c2c1
→ -1.9	0.3	1.6	-13.0	-10.4	2.0	0.2	1.9[fluorescence artefact?]	-9.4
- COCCN(C(=O)c1csnn1)C(C(=O)NC1CCCCC1)c1cccs1 (configuration not stated)
→ -1.2	-0.5	1.9	-16.0	-14.4	-4.5	0.8	4.7	-22.6
- O=C(CN1C(=O)C2CC=CCC2C1=O)NCc1cccs1 (configuration not stated)
→ -1.5	1.0	0.3	-7.1	9.3	1.9	12.0	-6.1	-4.0
- CCC(CC)C(=O)Nc1ccc(C(=O)c2ccccc2)cc1
→ -1.8	1.8	-1.6	-5.7	-13.1	5.9	8.7	4.4	-18.5
- C=CCNC(=O)CCCOc1cc(C)ccc1C
→ -0.1	0.4	-6.9	-8.9	-26.7	3.3	-0.5	-0.5	-21.6
- COc1ccc(/C=C/C(=O)Nc2ccc3nc4n(c(=O)c3c2)CCCC4)cc1OC
→ -1.2	0.6	2.6	-2.2	-13.1	-38.4	-10.9	2.9	-1.3
- Cc1nn(-c2ccccc2)c2c1C(c1ccccc1)C(C#N)=C(N)O2 (configuration not stated)
→ -1.7	0.1	2.0	-8.9	-20.2	1.5	3.6	-3.4	131.0*
- CC(=O)Nc1ccc(NS(=O)(=O)c2ccc(-c3csc(C)n3)s2)cc1
→ 1.9	0.8	-4.0	-13.9	-3.7	-14.2	19.7	-13.6	-7.0
- CCc1ccc(NC(=O)Nc2ccc3c(c2)N(C)C(=O)CS3)cc1
→ -1.2	99.1*	-5.0	-78.0	-0.5	10.6	4.5	3.8	0.9
- C=CCNc1oc(-c2ccc(OCC)cc2)nc1C#N
→ 0.5	-0.6	2.3	1.6	-14.8	-4.2	3.7	-18.1	-2.6
- CS/C(=C/[N+](=O)[O-])Nc1cccc2c1C(C)CC2(C)C (configuration not stated)
→ -1.7	3.6	-0.1	-0.6	-14.7	-14.7	20.3	-13.1	-8.5
- N#C/C(=C(/O)CSc1nnc(Cc2cccs2)n1C1CCCCC1)c1nc2ccccc2[nH]1
→ -6.7	1.7	21.1	-11.9	-17.8	-14.2	3.8	-18.1[fluorescence artefact?]	19.6
- Cn1nccc1C(=O)NCCN1C(=O)OC(C)(C)C1(C)O (configuration not stated)
→ 0.4	4.2	1.6	-0.3	2.8	2.6	-4.5	-1.9	-18.7
- COCC(C)NC(=O)/C=C/c1ccc(OC)cc1 (configuration not stated)
→ 1.1	0.6	4.2	5.3	-7.2	-2.6	23.6	-3.4	-12.4
- CCCNC(=O)c1ccccc1NC(=O)c1ccccc1N(C)S(=O)(=O)c1ccc(C)cc1
→ -4.1	0.5	5.2	-9.3	5.4	2.3	1.3	-6.7	-7.4
- COc1ccc(-c2nn(-c3ccccc3)cc2CNC(C)Cn2cncn2)c(F)c1 (configuration not stated)
→ -1.7	-0.7	-1.3	-1.7	-5.6	2.8	2.3	-5.8	-9.0
- COc1ccc(NCc2nnc(SCC(=O)c3ccc(C)cc3)o2)cc1
→ 6.3	0.5	3.8	-6.9	-16.4	-9.6	-13.1	-1.9	-6.3
- O=C(NNc1nc2ccccc2o1)c1ccccc1
→ 7.5	-0.6	0.6	-2.9	-43.5	1.0	1.2	-1.1	-6.0
- COc1cc(/C=C/C(=O)O)cc(OC)c1OC
→ 0.8	0.4	0.9	2.3	-9.2	-1.9	2.0	4.0	-9.7
- COc1ccc(C2CC(=O)c3c(C)nc(N4CCN(c5ccccc5)CC4)nc3C2)cc1 (configuration not stated)
→ 0.2	4.6	-5.9	-15.5	-13.1	-10.4	0.8	-30.6[fluorescence artefact?]	17.1
- COc1cc([C@H](Cc2ccccc2)NC(C)=O)oc(=O)c1
→ -4.2	-0.4	-9.1	-8.3	-7.4	-3.1	11.1	13.5	19.7
- Cc1ccc(N2C(=O)c3ccc(C(=O)NCCN4CCOCC4)cc3C2=O)cc1
→ -1.9	1.0	-2.3	-16.5	1.7	8.5	7.4	-3.5[fluorescence artefact?]	-29.3
- CC(C)[C@@H](CO)NC(=O)c1ccc2c3n(nc2c1)-c1ccccc1CO3
→ 3.1	-1.6	-3.9	1.1	-0.6	-19.5	19.1	3.8	-12.7

An excerpt from above, limited to EBV gp42 inh and L929 necroptosis:
mol | EBV gp42 inh | L929 necroptosis
O=C(NCC1CCCO1)c1c(O)c2ccccc2[nH]c1=O (configuration not stated) | -20.7 | 0.2
CC(C)[C@@H](CO)NC(=O)c1ccc2c3n(nc2c1)-c1ccccc1CO3 | -12.7 | -1.6

An unsorted share of the library. About 3.2% of those tested had a hit in this group.
